Screens deposited in PubChem by National Center for Advancing Translational Sciences (NCATS).
AmpC no deterg = qHTS Inhibitors of AmpC Beta-Lactamase (assay without detergent) | AID 485341, 2010 | Potency, µM (series often up to 57.1 µM), for inactives: at the top dose activity change, negative = inhibition, hits mostly inhibitors | AmpC nitrocefin hydrolysis, absorbance 480 nm, 0.0001% Triton | 0.52% of 330,000 active;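 note: potency is the fitted concentration of half-maximal effect; plate controls were no compound for no effect and no enzyme for full effect; nearly all actives have a fitted effect of over 20% in size; some results filed as inactive show a strong effect at the top dose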
Target sequence (P00811 whole entry, looked up): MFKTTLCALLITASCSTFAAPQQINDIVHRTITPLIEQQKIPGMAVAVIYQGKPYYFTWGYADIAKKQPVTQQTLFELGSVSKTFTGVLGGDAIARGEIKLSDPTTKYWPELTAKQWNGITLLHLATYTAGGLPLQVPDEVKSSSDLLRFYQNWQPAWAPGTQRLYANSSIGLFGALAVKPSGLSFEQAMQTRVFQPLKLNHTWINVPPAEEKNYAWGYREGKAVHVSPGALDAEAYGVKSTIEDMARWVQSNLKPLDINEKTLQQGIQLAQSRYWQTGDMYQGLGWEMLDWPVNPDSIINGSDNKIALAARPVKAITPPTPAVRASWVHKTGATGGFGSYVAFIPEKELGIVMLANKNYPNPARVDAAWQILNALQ
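20 mM phosphate pH 7.0 + 0.01% (detergent screen) or 0.0001% Triton X-100; 5.3 nM AmpC reagent; cpd preinc 15 min RT; nitrocefin (800 uM stock) to start; A480 q20 s × 4 min; Activity was normalised to no-enzyme and no-compound control wells.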
Tb PYK inh = qHTS of Trypanosoma Brucei Inhibitors; pyruvate kinase (Trypanosoma brucei), Q57TT1; TbPYK enzyme, Kinase-Glo Plus ATP luminescence, 45 min; Potency, µM (highest dose often 76.8 µM), for the others: top-dose activity, negative = inhibition, most hits filed as inhibitors; 0.12% of 410,000 active; AID 624173, 2012; note: potency is the fitted concentration of half-maximal effect; % is set by controls: 0 for no effect and ±100 for the full control effect; nearly all actives have a fitted effect of over 50% in size
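Luminescence from Kinase-Glo Plus, added after a 45-minute room-temperature reaction, served as the end-point read-out. The enzyme and substrate were preincubated with compound before ADP (130 uM final) initiated turnover. Concentration-effect curves came from normalized qHTS data.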
Cycloheximide cs = Cycloheximide Counterscreen for Small Molecule Inhibitors of Shiga Toxin; cell reporter, cycloheximide protein synthesis inhibition counterscreen; max response, %; 12% of 300,000 active; AID 2314, 2010; in the data active = max response mostly above about 13%, no sharp cut-off; inactive = mostly below about 14%; note: read at 38.3 µM for the half of the compounds with a filed dose; 0% is about no effect
LmPK inhibitor = qHTS Assay for Inhibitors of Leishmania Mexicana Pyruvate Kinase (LmPK); Q27686; purified LmPK, Kinase-Glo ATP luminescence, 1 h; Potency, µM (titrated, usually from 57.5 µM), for inactives: at the highest dose activity change, negative = inhibition, most hits filed as inhibitors; 0.37% of 290,000 active; AID 1721, 2009; note: potency is the fitted concentration of half-maximal effect; % is set by controls: 0 for no effect and ±100 for the full control effect
Target sequence (Q27686 whole entry, looked up): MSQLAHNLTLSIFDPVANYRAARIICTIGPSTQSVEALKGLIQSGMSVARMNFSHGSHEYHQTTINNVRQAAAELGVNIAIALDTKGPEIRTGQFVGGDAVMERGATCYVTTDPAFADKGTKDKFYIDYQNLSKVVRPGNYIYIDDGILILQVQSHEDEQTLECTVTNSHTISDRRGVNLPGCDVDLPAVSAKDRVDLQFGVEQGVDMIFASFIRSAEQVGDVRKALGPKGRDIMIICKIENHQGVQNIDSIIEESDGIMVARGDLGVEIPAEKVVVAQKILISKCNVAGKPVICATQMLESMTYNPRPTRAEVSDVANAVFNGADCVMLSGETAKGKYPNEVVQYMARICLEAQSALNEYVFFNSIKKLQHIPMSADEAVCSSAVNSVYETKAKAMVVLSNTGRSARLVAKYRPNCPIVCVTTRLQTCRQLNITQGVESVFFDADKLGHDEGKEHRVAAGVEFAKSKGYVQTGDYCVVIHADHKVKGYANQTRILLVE
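Kinase-Glo luminescence read after 1 h RT reaction of 0.1 nM LmPK with 0.5 mM PEP and 0.1 mM ADP. Activity scaled between uninhibited and enzyme-free controls.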
Shiga toxin inh = A qHTS for Small Molecule Inhibitors of Shiga Toxin | Vero cells, Shiga toxin protein synthesis inhibition reporter | inhibition, % at 38.7 µM | 9.2% of 290,000 active | AID 2315, 2010; in the data active = inhibition mostly above about 28%, no sharp cut-off; inactive = mostly below about 43%; note: 0% is about no effect
Pf growth 96h = Primary qHTS for delayed death inhibitors of the malarial parasite plastid, 96 hour incubation. P. falciparum luciferase reporter growth, 96 h. Potency, µM (highest dose often 28.7 µM), inactives show at the top dose activity change, negative = inhibition, actives largely listed as inhibitors. 6.9% of 320,000 active. AID 504834, 2011; note: potency is the fitted concentration of half-maximal effect; % is set by controls: 0 for no effect and ±100 for the full control effect
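Two-generation exposure (96 h) targets delayed-death phenotype. Reporter parasites carrying integrated firefly luciferase, in red cells at 2% hematocrit and 0.05% parasitemia final, kept at 37 C, 5% CO2; luminescence loss indicates inhibition.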
Pf growth 48h = Primary qHTS for delayed death inhibitors of the malarial parasite plastid, 48 hour incubation. P. falciparum luciferase growth in erythrocytes, 48 h. Potency, µM (highest dose often 28.7 µM), inactives show at the highest dose activity change, negative = inhibition, most hits filed as inhibitors. 5.9% of 310,000 active; note: potency is the fitted concentration of half-maximal effect; % is set by controls: 0 for no effect and ±100 for the full control effect
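Compounds are pin-transferred into medium, infected erythrocytes (2% hematocrit, 0.1% parasitemia final) are added, and plates sit one parasite generation at 37 C in 5% CO2. Detection reagent is then added and luminescence measured.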
An asterisk follows results filed as active; ? = inconclusive; nt = not tested or not shown; & = joins results of further samples; [ ] = remark or other dose. Unless noted, calls come from the whole dose curve; as a rule, active = well fitted curve in the direction sought with a large enough effect; inconclusive = small, poorly fitted or top-dose-only effect, or another doubt; inactive = no such curve, though single readings can be large; an effect the other way counts as inactive or inconclusive.

entry | smiles | AmpC no deterg | Tb PYK inh | Cycloheximide cs | LmPK inhibitor | Shiga toxin inh | Pf growth 96h | Pf growth 48h
1 | N#C/C(=C(/O)c1ccco1)c1nc2ccccc2[nH]1 | -28% | 4% | 21 | -7% | 3 | ? | 31%[activator]
2 | COc1ccc2c(c1)[nH]c1c(=O)n(CCN3CCOCC3)cnc12 | -3% | 7% | 10 | 2% | 12 | 72%[activator] | 61%[activator]
3 | COc1ccc(/C=C(\C#N)C(=O)OCC(=O)NC(C)c2ccccc2)cc1 (stereo not drawn) | -24% | -1% | -2 | -4% | 8 | 8% | 14%
4 | Cc1ccc(C=Nc2ccccc2C(=O)Nc2ccccc2)cc1 | -21% | -10% | 0 | 2% | 11 | 7% | -6%
5 | Cc1ccc(/C=C/c2nc3ccccc3c(=O)[nH]2)cc1 | -5% | -15% | 54* | ? | 71* | 17% | -13%
6 | Cc1cc(C)n2nc(C(=O)NCc3cccc(C(F)(F)F)c3)nc2n1 | 27% | -6% | -1 | -8% | -15 | -2% | 8%
7 | COC(=O)c1sccc1NC(=O)CNC(=O)c1ccccc1 | -12% | 0% | 12 | 1% | 19 | 30%[activator] | 18%
8 | O=C(/C=C/c1ccc(Cl)cc1)Nc1ccccc1N1CCOCC1 | -20% | -9% | 1 | 2% | 11 | 15µM* | 34%[activator]
9 | COc1ccccc1NC(=O)CS(=O)(=O)c1cccc2nsnc12 | -16% | -6% | -7 | -2% | -8 | 215%[activator] | -23%
10 | COC(=O)c1oc2ccccc2c1NC(=O)CN1CCCC1 | -15% | -1% | -5 | 1% | 20 | 10% | 9%
11 | COc1ccc(Nc2cc(C(=O)NCCCN3CCN(C)CC3)c3ccccc3n2)cc1 | 73%[activator] | -1% | -1 | 5% | -5 | 50%[activator] | ?
12 | c1ccc2[nH]c(CSc3nccs3)nc2c1 | -19% | 8% | 23* | -14% | 75* | ? | 34%[activator]
13 | O=C(NCC(=O)N(c1cccc(F)c1)C(C(=O)NC1CCCC1)c1ccncc1)c1ccco1 (stereo not drawn) | 1% | -2% | 5 | -4% | 33 | 13% | -2%
14 | N#CCCN(CCC#N)S(=O)(=O)c1ccc(C(=O)Nc2nnc(C3=COCCO3)o2)cc1 | -12% | 3% | 1 | 2% | 1 | -24% | -14%
15 | c1ccc(COn2nnc3ccccc32)c(COn2nnc3ccccc32)c1 | -31% | -18% | 0 | 8% | -6 | nt | ?
16 | O=C(NCCCn1ccnc1)/C(=C\c1cccs1)NC(=O)c1cccs1 | -18% | 5% | 8 | 1% | 14 | -7% | 14%
17 | COc1ccc(C(=O)CN2CCN(c3ccc(F)cc3)CC2)cc1 | -16% | -14% | -2 | 5% | nt | ? | -3%
18 | Cc1cccc(Nc2nc(N)nc(CN3CCC(C(N)=O)CC3)n2)c1C | -39% | -18% | -2 | -11% | 9 | nt | -3%
19 | O=C(Nc1ccc(F)cc1)N1CCCN(c2nccc(C(F)(F)F)n2)CC1 | 4% | 7% | -3 | 0% | 25 | ? | -22%
20 | Cc1ccc(S(=O)(=O)N2Cc3ccccc3CC2C(=O)Nn2cnnc2)cc1 (stereo not drawn) | -24% | -2% | -2 | 3% | -3 | 1% | nt
21 | CC(C)(C)NC(=O)C(=O)NNC(=O)c1cccc(F)c1 | -7% | -10% | 38* | 4% | 44 | 70%[activator] | 166%[activator]
22 | COc1ccc(Nc2nc(-c3ccccc3F)nc3ccccc23)cc1OC | -22% | -10%&-3% | 11 | 8% | -13 | ? | ?
23 | O=C1CCN(C(=O)C(Cl)Cl)N1 | -14% | 7% | -3 | -4% | 22 | 2% | 23%
24 | Cc1cnc(NC(=O)CSc2nnc(-c3ccccc3)o2)s1 | -14% | -2% | 41* | 2% | 44* | -31% | 130%[activator]

Some entries already given with just Pf growth 96h:
entry	SMILES	Pf growth 96h
13	O=C(NCC(=O)N(c1cccc(F)c1)C(C(=O)NC1CCCC1)c1ccncc1)c1ccco1 (stereo not drawn)	13%
4	Cc1ccc(C=Nc2ccccc2C(=O)Nc2ccccc2)cc1	7%

Further compounds.
entry | smiles | AmpC no deterg | Tb PYK inh | Cycloheximide cs | LmPK inhibitor | Shiga toxin inh | Pf growth 96h | Pf growth 48h
25 | Cc1oc(-c2ccc(Cl)cc2)nc1CS(=O)CC(=O)NC1CC1 (stereo not drawn) | 1% | 0% | -2 | 1% | 18 | ? | 14%
26 | CCOC(=O)c1sc2nc(C)nc(NCc3ccc(Cl)cc3)c2c1C | 4% | -4% | 23 | 2% | 14 | ? | 9.3µM*
27 | N#CC1(c2ccccc2)CCCN1C(=O)c1ccc(Br)cc1 (stereo not drawn) | -29% | -1% | -1 | -4% | -9 | nt | -2%
28 | O=C(Nc1ccnn1C1CCN(Cc2ccc(F)cc2)CC1)C1CC1 | -19% | 1% | -2 | 0% | 5 | -12% | -6%
29 | COc1ccc2nc(CNC(=O)C3CCC(=O)N(CCc4ccccc4)C3)[nH]c2c1 (stereo not drawn) | 13% | -7% | 3 | -2% | -2 | -25% | 19%
30 | O=C(NCC1OCCc2ccccc21)c1ccc(NC(=O)c2ccc(Cl)cc2Cl)cc1 (stereo not drawn) | -43% | 7% | -4 | 5% | -8 | 12% | ?
31 | COc1ccc(C=O)cc1CSc1nnc(COc2cccc3cccnc23)o1 | -5% | -3% | -1 | -3% | 0 | 135%[activator] | -11%
32 | O=C1C=C(Nc2ccc(Cl)cc2)CC(c2ccco2)C1 (stereo not drawn) | -17% | -1% | 2 | 8% | 6 | ? | 9.3µM*
33 | CC(=O)Nc1ccc(S(=O)(=O)N2CCC(C(=O)Nc3nccs3)CC2)cc1 | -21% | 1% | 0 | 0% | 11 | ? | -4%
34 | Cc1cc(C(=O)COC(=O)C2=NNC(=O)CC2)c(C)n1-c1cccc(C(F)(F)F)c1 | 69%[activator] | 0% | -8 | 3% | -23 | nt | -10%
35 | CC(C)COc1ccc(/C(=N/O)c2ccccc2)cc1 | -17% | 3% | 30* | -3% | 38 | -4% | nt
36 | O=C(COC(=O)c1cc(-c2ccccn2)nc2ccccc12)Nc1ncc(C(F)(F)F)cc1Cl | -5% | 6% | 6 | 5% | 17 | 148%[activator] | 66%[activator]
37 | COc1ccccc1C(=O)NCCC(=O)N(C)CC(=O)Nc1ccc(C)cc1 | -21% | -2% | nt | nt | nt | 40%[activator] | -30%
38 | CN1CCN(c2cc(-c3cc(O)c4ncccc4c3)ccn2)CC1 | 0%&-5% | 4% | nt | nt | nt | ? | 12µM*
39 | COc1ccc(S(=O)(=O)Nc2cccc(F)c2)cc1C | -38% | -1% | -4 | 7% | -8 | ? | 27%
40 | CCN(C(=O)COC(=O)c1cccc(S(=O)(=O)N(CC)CC)c1)C1CCS(=O)(=O)C1 (stereo not drawn) | 19% | -2% | 20 | 0% | 10 | -5% | 1%
41 | O=[N+]([O-])c1cccc(/C=C/c2ccncc2)c1 | -13% | -1% | 22* | -1% | 37 | 10% | -20%
42 | O=P(Nc1ccccc1Cl)(c1ccccc1)c1nc2c(s1)CCCC2 (stereo not drawn) | -18% | nt | 4 | 1% | -6 | 55%[activator] | 31%[activator]
43 | CCOP(=O)(OCC)C(NC(=O)/C=C/c1ccc(OC)cc1)c1ccccc1 (stereo not drawn) | 68%[activator] | -1% | -3 | 1% | -9 | 22% | -17%
44 | Cc1cc(Nc2ccccc2)nc(N2CCOCC2)n1 | -34% | 2% | 1 | 1% | -14 | nt | 41%[activator]
45 | CCCCn1c(=O)c(CCC(=O)OCC(=O)NCc2ccc(OC)c(OC)c2)nc2ccccc21 | 9%[11.4 µM] | -3% | -2 | 4% | -3 | 3% | -27%
46 | Cc1ccc(Cn2c(O)c(N=O)c3ccccc32)cc1 | -35% | -2% | -3 | -1% | 1 | ? | ?
47 | COc1ccc(Cl)cc1C(=O)NCC(=O)OCc1ccccc1 | -16% | -5% | nt | nt | nt | 29% | 6%
48 | O=C(NC1CCCC1)C1CCN(c2nccs2)CC1 | -11% | 3% | -3 | 4% | 14 | ? | -17%
49 | O=C(CN1C(=O)NC2(CCCCC2)C1=O)Nc1ccccc1N1CCCC1 | -11% | -22% | nt | nt | nt | 2% | 13%
50 | CC(=O)COc1ccc2oc(=O)cc(-c3cc4ccccc4o3)c2c1 | 40% | -1% | -3 | -9% | -21 | ? | -4%
51 | Cc1ccc(N2CC(C(=O)OCC(=O)Nc3ccc(Cl)cc3)CC2=O)cc1 (stereo not drawn) | 2% | 10% | nt | nt | nt | 9% | 17%
52 | CCOC(=O)Cc1csc(NC(=O)/C=C/c2ccc(Cl)cc2)n1 | -14% | -1% | 23* | 1% | 59* | ? | 52%[activator]
53 | COc1cccc(C2C(C#N)=C(N)N(N(C)C)C3=C2C(=O)CC(C)(C)C3)c1OC (stereo not drawn) | -6% | -13% | -2 | -3% | -4 | -7% | ?
54 | CC1CCN(C(=O)CN(c2ccc(Oc3ccccc3)cc2)S(C)(=O)=O)CC1 | 95%[activator] | -12% | 1 | -4% | 32 | ? | 12%
55 | CCOC(=O)c1cc(NC(=O)NCc2ccco2)c(C)nc1C | 0% | -8% | -3 | 1% | 3 | 10% | 12%
56 | COc1cc(C(C#N)N2CCOCC2)ccc1O (stereo not drawn) | 0% | -2% | 1 | -7% | 19 | 123%[activator] | 9%
57 | Cc1cc(NC(=O)CN2CCCCC2)no1 | -8% | 1% | -2 | 5% | 25 | 37%[activator] | -2%
58 | Cc1[nH]c2ccccc2c1C(=O)COc1ccccc1F | -18% | 1% | 25* | 1% | 74 | 25% | -7%
59 | COc1ccc(OCc2cc(C(=O)NCc3nc(C)cs3)no2)c(Cl)c1 | 7% | 6% | 52* | -12% | 98* | ? | 27%
60 | COc1ccc(-c2cc(C)nc3nc(N)nn23)cc1 | -16% | -2% | -2 | 2% | 32 | nt | -9%

Some of these compounds in order of heavy-atom count, ascending.
entry | smiles | AmpC no deterg | Tb PYK inh | Cycloheximide cs | LmPK inhibitor | Shiga toxin inh | Pf growth 96h | Pf growth 48h
57 | Cc1cc(NC(=O)CN2CCCCC2)no1 | -8% | 1% | -2 | 5% | 25 | 37%[activator] | -2%
56 | COc1cc(C(C#N)N2CCOCC2)ccc1O (stereo not drawn) | 0% | -2% | 1 | -7% | 19 | 123%[activator] | 9%
60 | COc1ccc(-c2cc(C)nc3nc(N)nn23)cc1 | -16% | -2% | -2 | 2% | 32 | nt | -9%
58 | Cc1[nH]c2ccccc2c1C(=O)COc1ccccc1F | -18% | 1% | 25* | 1% | 74 | 25% | -7%
52 | CCOC(=O)Cc1csc(NC(=O)/C=C/c2ccc(Cl)cc2)n1 | -14% | -1% | 23* | 1% | 59* | ? | 52%[activator]
59 | COc1ccc(OCc2cc(C(=O)NCc3nc(C)cs3)no2)c(Cl)c1 | 7% | 6% | 52* | -12% | 98* | ? | 27%
51 | Cc1ccc(N2CC(C(=O)OCC(=O)Nc3ccc(Cl)cc3)CC2=O)cc1 (stereo not drawn) | 2% | 10% | nt | nt | nt | 9% | 17%

Outcome played no part in choosing rows; overall some 22% were active at least once.
